# Screens as filed in PubChem BioAssay.
# OX1R antag-1 – antagonists of human orexin 1 receptor | AID 434989 | CHO/OX1R cells, Fluo-8 calcium fluorescence, orexin A | inhibition, % at 5 µM | actives 0.43% (n = 330,000);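 active = inhibition above its plate's threshold, mean inhibition of all tested compounds on the plate plus 3 SD, cut at about 37% in these data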;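 also: 0% = orexin A challenge wells and 100% = SB-334867-A antagonist wells; not every result past the cut was called active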
# Target sequence (O43613 whole entry, looked up): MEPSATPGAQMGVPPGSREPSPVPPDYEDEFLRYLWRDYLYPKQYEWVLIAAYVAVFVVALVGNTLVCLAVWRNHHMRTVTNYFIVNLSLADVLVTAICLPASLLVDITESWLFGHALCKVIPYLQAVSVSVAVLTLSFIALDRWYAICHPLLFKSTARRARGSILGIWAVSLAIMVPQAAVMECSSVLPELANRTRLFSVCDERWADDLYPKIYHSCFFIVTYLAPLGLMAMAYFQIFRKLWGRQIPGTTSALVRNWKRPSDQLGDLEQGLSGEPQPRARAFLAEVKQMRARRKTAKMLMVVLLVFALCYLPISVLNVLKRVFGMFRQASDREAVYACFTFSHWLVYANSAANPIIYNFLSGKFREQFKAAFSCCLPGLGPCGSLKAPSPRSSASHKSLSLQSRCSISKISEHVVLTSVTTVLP
# OX1R antag-2 – blocks the human orexin 1 receptor; O43613; OX1R-expressing cells, FRET antagonist read-out; inhibition, % at 6.6 µM; actives 1.8% (n = 330,000); AID 485270; in the data active = inhibition mostly above about 38%, no sharp cut-off; inactive = mostly below about 40%;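 also: 0% = agonist challenge alone and 100% = reference antagonist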
# Starred values were filed as active, the others as inactive.
1	Cc1ccc(OCCCn2ccnc2)cc1C
2	COc1ccc(OC)c(-c2nc(C(=O)NCC3CCCO3)cc3c2[nH]c2ccccc23)c1 (centres undefined)
3	CCOC(=O)CC(=O)CSc1nnc(Cn2c(=O)sc3ccccc32)n1C
4	Nc1nc(C(F)(F)F)cc(=O)n1N
5	CCOc1ccc(/C=C2\C(=O)c3ccccc3OC2c2ccccc2)cc1 (centres undefined)
6	Cc1ccc(NC(=O)C(C)OC(=O)CSc2ccccc2)cc1 (centres undefined)
7	Cc1ccc2c(c1)N(CC(=O)N1CCCCCC1)C(=O)c1cccnc1O2
8	COc1cc2[nH]c3c(=O)n(CCN4CCCCC4)cnc3c2cc1OC
compound no.,1,2,3,4,5,6,7,8
OX1R antag-1,-24.4,-36.9,-21.3,0.0,-31.9,-11.6,-16.2,-2.3
OX1R antag-2,-2.5,19.8,2.1,31.7,4.6,11.1,32.1,-0.3

# Record cards (already shown). Values in the order: OX1R antag-1, OX1R antag-2
# Record of `COc1ccc(OC)c(-c2nc(C(=O)NCC3CCCO3)cc3c2[nH]c2ccccc23)c1` (centres undefined) : -36.9, 19.8
# Record of `Nc1nc(C(F)(F)F)cc(=O)n1N` : 0.0, 31.7
# Record of `CCOc1ccc(/C=C2\C(=O)c3ccccc3OC2c2ccccc2)cc1` (centres undefined) : -31.9, 4.6
# Record of `COc1cc2[nH]c3c(=O)n(CCN4CCCCC4)cnc3c2cc1OC` : -2.3, -0.3
# Record of `CCOC(=O)CC(=O)CSc1nnc(Cn2c(=O)sc3ccccc32)n1C` : -21.3, 2.1

# (further entries)
9	CC(C(=O)NC1CCCCC1)N1C(=O)C2C3C=CC(C3)C2C1=O (centres undefined)
10	CN(C)c1cc(-c2ccccc2)nc(N)n1
11	NC(=O)c1c(NC(=O)CSc2nc(N)cc(=O)[nH]2)sc2c1CCCC2
12	Cc1onc(-c2ccccc2)c1C(=O)NCCCc1ccccc1
13	O=C(COC(=O)CCc1c[nH]c(=O)[nH]1)Nc1ccccc1
14	O=C(N/N=C\C=C\c1ccc2c(c1)OCO2)C1COc2ccccc2O1 (centres undefined)
15	O=S(=O)(Nc1ccc(Oc2ncccn2)c(Cl)c1)c1ccc(F)cc1
16	CCn1c2ccccc2c2cc(NC(C)=O)ccc21
compound no.,9,10,11,12,13,14,15,16
OX1R antag-1,-4.5,3.1,-2.1,-16.2,-2.5,-9.3,-15.3,-10.5
OX1R antag-2,17.2,12.4,5.4,0.0,23.9,14.8,17.5,32.1

17	CCOC(=O)C1[C@H]2C(=O)N(C(C)c3ccc(OC)cc3)C[C@]23C=C[C@H]1O3 (some centres undefined)
18	O=C(O)CNC(=S)NCc1ccccc1
19	Cn1cc(Cl)c(C(=O)NC2CCCCCC2)n1
20	CCOC(=O)c1c(C)[nH]c(C(=O)Cn2nnc(-c3ccccc3Cl)n2)c1C
21	C/C(=N\NC(N)=O)c1ccc(Cl)cc1
22	CCCCn1c(N)c(N(CC(C)C)C(=O)CSc2nnc(-c3ccc(Cl)cc3)o2)c(=O)[nH]c1=O
23	Cc1ccnc(SC2CC(=O)N(c3ccc(C(C)C)cc3)C2=O)n1 (centres undefined)
24	Cc1ccccc1C(=O)Nc1nnc(-c2cccnc2)o1
compound no.,17,18,19,20,21,22,23,24
OX1R antag-1,-19.5,-11.1,-18.4,13.1,-10.3,-0.5,-31.8,-4.9
OX1R antag-2,-4.8,7.8,7.2,26.2,17.1,16.4,-3.2,2.2

25	CCCNC(=O)c1ccccc1NC(=O)C1COc2ccccc2O1 (centres undefined)
26	CCN(CC(=O)Nc1ccc(OC(F)F)cc1)C1CCCCC1
27	O=C(c1cc2c(s1)-c1ccccc1OC2)N1CCN(c2ccccc2)CC1
28	CN(C)CCCNC(=O)c1cc(Br)ccc1O
29	O=C(NCc1ccccc1)c1ccc(OCC2CCCO2)cc1 (centres undefined)
30	COc1ccc(OC)c(-c2cc(C3CCN(C(=O)OC(C)(C)C)CC3)[nH]n2)c1
31	CC(=O)c1ccc(NC(=O)c2c(C)nn(-c3ccccc3)c2Cl)cc1
32	CCC1=C(OC(=O)N(CC)CC)N2C(=O)OC(=NCCc3c[nH]c4ccccc34)[C@]2(C)[C@H]2C1=CC[C@H]1C(=O)N(CC(=O)OC)C(=O)[C@H]12
compound no.,25,26,27,28,29,30,31,32
OX1R antag-1,0.8,-18.4,-34.1,-16.6,-11.3,-16.1,-23.8,-20.6
OX1R antag-2,23.4,-6.3,2.0,10.3,8.0,16.0,18.2,46.9

33	O=C(CSc1nccn(-c2ccc(Br)cc2)c1=O)NCc1ccccc1
34	C=CC[C@@H](CC(=O)OC(C)(C)C)C(=O)OC[C@H]1CCCN1C(=O)[C@@H](CC=C)CC(=O)N[C@H](CO)Cc1ccccc1
35	CC1CN(C(=O)c2cc3c(=O)n4ccccc4nc3n2C)CC(C)O1 (centres undefined)
36	COc1cccc(-c2csc(N3CCN(CC(=O)NNC(=O)c4ccc(Cl)cc4)CC3)n2)c1
37	CCOc1ccc(N2C(=O)c3ccccc3C2=O)cc1
38	S=c1[nH]nc(C2CC2c2ccc(Cl)cc2)n1-c1ccc(Cl)cc1 (centres undefined)
39	COCCNC(=O)CC(=O)N/N=C/c1cccc(C(=O)OC)c1
40	Cc1cccc2nc3ccccc3cc12
compound no.,33,34,35,36,37,38,39,40
OX1R antag-1,-18.8,-3.7,-12.2,7.5,-3.2,-18.2,-5.8,-7.5
OX1R antag-2,40.3,10.6,22.1,-0.4,20.9,16.4,5.0,21.2

41	O=C(NCCc1ccccc1Cl)c1ccc2nc3ccccc3c(=O)n2c1
42	Nc1nn(-c2ccccc2)nc1C(=O)OCc1ccccc1F
43	O=C(O)c1cccc(CSc2nnc(Cc3ccccc3)o2)c1
44	Cc1ccc(C(C[N+](=O)[O-])c2c(-c3ccccc3O)[nH][nH]c2=O)cc1 (centres undefined)
45	CC(=O)c1ccc(NC(=S)NNC(=O)c2ccccc2[N+](=O)[O-])cc1
46	CCOC(=O)c1c(CN(C)C)n(-c2ccccc2)c2cc(Br)c(O)cc12
47	CCCOC(=O)c1[nH]c2c(c1C)C(=O)CC(c1cccs1)C2 (centres undefined)
48	Cc1ccc(/C=N/NC(=O)CCCOc2ccc(Cl)cc2Cl)cc1[N+](=O)[O-]
compound no.,41,42,43,44,45,46,47,48
OX1R antag-1,-19.0,7.0,-4.0,-13.2,-7.4,-13.7,-19.0,-40.7
OX1R antag-2,-6.3,15.4,10.1,18.0,14.5,3.1,16.0,12.4

49	O=c1oc2c3c(nn2c2ccccc12)CCCC3
50	CC(C)n1c(SCC(=O)Nc2ccccc2)nc2c1c(=O)[nH]c(=O)n2C
51	Cc1ccc(N/C(N)=N/c2nc(C)cc(N3CCCCC3)n2)c(C)c1
52	COc1ccc2c(c1)CCc1cc(C(=O)O)sc1-2
53	Cc1cccc(N/C(N)=N/c2nc(C)c(Cc3ccccc3)c(=O)[nH]2)c1
54	Nc1nc(Cl)cc(N2CCC(c3cc(-c4ccc(Cl)cc4Cl)n[nH]3)CC2)n1
55	Cc1onc(-c2ccccc2)c1C(=O)N/N=C/c1cn(C)c2ccccc12
56	CCCCCN1C(=O)Cn2c(nc3ccccc3c2=O)C1C (centres undefined)
compound no.,49,50,51,52,53,54,55,56
OX1R antag-1,31.0,-4.4,-1.2,-10.7,1.2,1.0,-39.5,-27.4
OX1R antag-2,67.3*,-2.2,20.6,20.0,-1.9,10.4,17.8,14.3

# Part of the list above in order of molar mass, falling:
50	CC(C)n1c(SCC(=O)Nc2ccccc2)nc2c1c(=O)[nH]c(=O)n2C
56	CCCCCN1C(=O)Cn2c(nc3ccccc3c2=O)C1C (centres undefined)
52	COc1ccc2c(c1)CCc1cc(C(=O)O)sc1-2
compound no.,50,56,52
OX1R antag-1,-4.4,-27.4,-10.7
OX1R antag-2,-2.2,14.3,20.0

# (continued)
57	O=C(O)CN1C(=O)/C(=C\c2ccccc2OCc2ccc(F)cc2)SC1=S
58	COC(CNC(=O)c1ccc2c(c1)nc(C)n2-c1ccc(F)c(F)c1)OC
59	CCCCCCCCCCCC(=O)NC(C(=O)OCC)C(O)c1cccc([N+](=O)[O-])c1 (centres undefined)
60	CCCOc1ccc(C2c3c(oc4cc(C)c(C)cc4c3=O)C(=O)N2CCCN(C)C)cc1 (centres undefined)
61	Cc1cc(NC(=O)c2ccc(NC(=O)C3CCCO3)cc2)ccc1Br (centres undefined)
62	COc1ccc(C(=O)N/N=C/c2sc(=O)n(Cc3cccc(C(=O)O)c3)c2Cl)cc1
63	Cc1nn(-c2ccc(F)cc2)c(Cl)c1/C=N/NC(=O)c1ccc(O)cc1
64	COc1ccnc(CSC(N)=Nc2ccccc2C(F)(F)F)c1
compound no.,57,58,59,60,61,62,63,64
OX1R antag-1,-17.2,-2.6,-8.0,-13.8,-3.0,3.4,-20.1,-9.5
OX1R antag-2,11.2,7.2,11.7,12.9,8.3,4.6,9.0,9.9

65	COc1ccccc1C(=O)N(Cc1ccc(C)o1)C1CCS(=O)(=O)C1 (centres undefined)
66	CCN1CCCC(NC(=O)c2cc([N+](=O)[O-])ccc2OC)C1 (centres undefined)
67	O=C(CCCN1C(=O)/C(=C/c2cccs2)SC1=S)Nc1ccc(C(=O)O)cc1
68	CCc1nnc(NS(=O)(=O)c2ccc(NCc3cc(Cl)ccc3O)cc2)s1
69	O=C(c1ccccc1)c1ccc(N2CCN(C(=O)c3cccc(F)c3F)CC2)c(F)c1
70	Cc1ccc2c(c1)[C@H]1[C@H](CO2)[C@H](c2ccccc2)[C@]2(C)C(=O)NCC(=O)N12
71	CCCN(C(=S)Nc1ccccc1)C1CCS(=O)(=O)C1 (centres undefined)
72	COc1ccc(CC(=O)Nc2ccc(S(=O)(=O)N(C)C3CCN(C)CC3)cc2)cc1
compound no.,65,66,67,68,69,70,71,72
OX1R antag-1,-21.4,-18.8,-8.0,6.5,-22.9,6.2,0.1,-8.0
OX1R antag-2,9.8,19.8,41.3,10.4,45.3,2.8,5.1,9.0

# Individual results from the results shown.
# OX1R antag-2 with `O=C(c1ccccc1)c1ccc(N2CCN(C(=O)c3cccc(F)c3F)CC2)c(F)c1` → 45.3
# OX1R antag-1 with `COc1ccccc1C(=O)N(Cc1ccc(C)o1)C1CCS(=O)(=O)C1` (centres undefined) → -21.4
# OX1R antag-1 with `CCN1CCCC(NC(=O)c2cc([N+](=O)[O-])ccc2OC)C1` (centres undefined) → -18.8
# OX1R antag-2 with `CCc1nnc(NS(=O)(=O)c2ccc(NCc3cc(Cl)ccc3O)cc2)s1` → 10.4
# OX1R antag-2 with `CCCN(C(=S)Nc1ccccc1)C1CCS(=O)(=O)C1` (centres undefined) → 5.1

# Remaining list, next part.
73	CCNC(=O)c1ccccc1SCc1ccccc1
74	COc1ccc(C(=O)Nc2cc(Cl)ccc2Cl)c(OC)n1
75	COc1ccccc1NC(=O)COn1nnc2ccc(S(=O)(=O)N3CCOCC3)cc21
76	COC(=O)c1c(NC(=O)c2ccc(N(C)S(=O)(=O)c3ccc(C)cc3)cc2)sc2c1CCCC2
77	O=C(N/N=C(\CC(=O)c1cccs1)C(F)(F)F)c1cccnc1
78	O=[N+]([O-])c1c(Nc2ccccc2O)cc(N2CCOCC2)c2nonc12
79	COc1ccc(-c2cn(-c3ccc(C)c(Cl)c3)c(=S)[nH]2)cc1OC
80	Cc1cccc(OCC(=O)NCc2ccccc2)c1
compound no.,73,74,75,76,77,78,79,80
OX1R antag-1,-5.8,9.9,-17.2,-23.2,-26.5,-14.0,17.0,-9.7
OX1R antag-2,27.1,12.6,18.7,-1.1,10.0,79.8*,20.7,1.9

81	O=C(Nc1cccc(S(=O)(=O)NC2=NCCCCC2)c1)c1cccnc1Cl
82	COc1cccc(-c2cc(C(=O)NC3CC3)c3ccccc3n2)c1
83	Cc1cc(OCCCC(=O)N2CCCCC2)cc(C)c1Cl
84	CCCCN(C)C1CCN(C(=S)Nc2cccc(OC)c2)CC1
85	CNC(=O)[C@H]1O[C@@H](n2cnc3c(NCc4cccc(I)c4)ncnc32)[C@H](O)[C@@H]1O
86	COc1cccc(-c2sc3ccc(OC)cc3c2C#CC2(O)CCCCC2)c1
87	Cc1ccc(C)c(OCc2cc(C(=O)N(C)Cc3ccccn3)no2)c1
88	CCOc1ccc(NC(=O)C(C)NC(=O)c2ccccc2Cl)cc1S(=O)(=O)N1CCCC1 (centres undefined)
compound no.,81,82,83,84,85,86,87,88
OX1R antag-1,4.3,-28.4,-23.2,5.3,-6.9,-21.4,-12.3,-8.6
OX1R antag-2,5.7,8.0,17.3,10.2,7.9,3.7,8.2,7.0

89	CC(Nc1cccnc1)=C(C#N)C#N
90	CCCOc1ccc(C(=O)CCC(=O)Nc2ccc(N3CCN(C)CC3)cc2)cc1
91	COc1cc(OC)c(OC)cc1/C=N/NC(=O)c1ccc(CSc2nc(C)cc(C)n2)cc1
92	COc1ccc(N2CCN(S(=O)(=O)CCNC(=O)C34CC5CC(CC(C5)C3)C4)CC2)cc1
93	CCOc1ccc(OCC(=O)Nc2ccc(S(=O)(=O)Nc3cc(C)nc(C)n3)cc2)cc1
94	CCc1ccc(CN2CCC(n3nccc3NC(=O)c3ccccc3C)CC2)cc1
95	Cc1csc(SCC(=O)Nc2nncs2)n1
96	O=S(=O)(Nc1ccc(Cl)cn1)c1ccc(Cl)cc1
97	O=C(O)c1ccccc1-c1ccccc1C(=O)NCc1ccccc1F
compound no.,89,90,91,92,93,94,95,96,97
OX1R antag-1,-5.5,-18.0,-26.9,-23.8,-16.2,-38.3,-18.1,-12.0,-16.6
OX1R antag-2,7.5,6.3,27.4,-4.8,12.8,28.4,13.5,9.7,3.5
